High-throughput results deposited in PubChem BioAssay by several laboratories.
T cell HTS: modulates CD8 T cell binding to vesicles; 2C CD8+ T cell-vesicle binding, flow cytometry; hits give low values; calls only at 7 µM; 330,000 tested, 0.068% active; AID 2052;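 active means response, share of CD8 T cells binding vesicles, and their 90th percentile fluorescence all below set limits, cut at about 80% in these data, passing the limit was not always enough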
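Incubation: binding step 1.5 h, 37 °C, antibody labelling 20 min, ice; system: murine 2C transgenic CD8+ T lymphocytes; technique: cytometric PE anti-B7-1 and Alexa647 anti-CD8 signals after 1% paraformaldehyde fixation; also added: QL9-charged Drosophila Ld/ICAM-1/B7-1 vesicles; control set: naked versus QL9-loaded vesicles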
K1F lysis inhibition: protection from phage-mediated lysis, alamar blue read-out – E. coli UTI89, K1F phage, bacterial capsule biogenesis inhibitors (AID 488966); inhibition, % at 100 µM, or IC50 in µM where a hit was titrated; 340,000 tested, 0.02% active; E. coli UTI89 K1F phage lysis, alamar blue, 2 h; higher % means a stronger effect;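 active means phage lysis inhibition, versus mean bacterial control, above a set limit; inconclusive means no clear call, values can overlap the other calls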;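 further: capsule biogenesis inhibitors block K1F phage lysis so surviving cells raise fluorescence; higher fluorescence means more inhibition of phage lysis; actives were called in the ten point dose series up to 300 µM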
SV40 large T antigen: SV40 large T antigen inhibitors, biochemical (AID 1903); SV40 large T antigen ATPase/helicase inhibition assay; higher % means a stronger effect; inhibition, % at 20 µM; hits with a dose series show IC50 in µM; 310,000 tested, 0.39% active; in the data active means a potency from the dose series; inconclusive means inhibition mostly from about 32% at the one dose, without a potency; inactive means the rest, 99 in 100 with inhibition below about 32%; further: strong numbers were not always called active
Myeloid diff 2: promotes myeloid progenitor differentiation. ER-HoxA9 myeloid progenitors, lysozyme-GFP differentiation, flow cytometry. calls only at 10 µM. 360,000 tested, 1% active;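 active means normalized GFP-positive differentiation at or above the plate's own cutoff, the solvent-only control mean plus 3 SD; inconclusive means no clear call, values can overlap the other calls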;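 further: cells exposed to compound for four days before flow analysis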
Rac1 GTP hydrolysis: MgcRacGAP GTPase-activating activity inhibitors, confirmation, biochemical, ADP Hunter fluorescence; AID 624330; inhibition, % at 30 µM, or IC50 in µM where a hit was titrated; 340,000 tested, 0.6% active; MgcRacGAP-stimulated Rac1 GTP hydrolysis, ADP Hunter fluorescence; higher % means a stronger effect; GST-tagged Rac1 F28L mutant substrate;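 active means first-screen hits whose inhibition reached a set limit at any dose in the follow-up dose series; inconclusive means inhibition above the set first-screen limit but never retested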;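 further: fluorescence reports GDP produced by GAP-driven GTP hydrolysis; strong numbers were not always called active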
PhoP inhibition: inhibitors of PhoP regulon expression, primary screen, Salmonella Typhimurium, GFP reporter (AID 1863); S. Typhimurium PhoP-regulated promoter GFP reporter, 4 h; higher % means a stronger effect; inhibition, % at 50 µM, or IC50 in µM where a hit was titrated; 300,000 tested, 0.16% active;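 active means inhibition over 29.93%, a cutoff 3 SD above the screen mean, later confirmed by dose response; inconclusive means inhibition over 29.93% but no dose response follow-up; inactive means inhibition at most 29.93% or unconfirmed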;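 further: 0% = low Mg2+ inducing control and 100% = high Mg2+ repressing control; strong numbers were not always called active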
RSV CPE inhibition: RSV antiviral activity via CPE protection, HEp-2 cells, primary 10 µM value included (AID 2391); 310,000 tested, 0.13% active; HEp-2 cells, RSV-induced CPE inhibition; higher % means a stronger effect; CPE inhibition, % at 10 µM; hits with a dose series show IC50 in µM; in the data active means a potency from the dose series; inconclusive means CPE inhibition mostly from about 23% at the one dose, without a potency; inactive means the rest, 99 in 100 with CPE inhibition below about 21%; further: strong numbers were not always called active
TNAP activation fold: stimulation of alkaline phosphatase TNAP activity – biochemical, luminescent, no phosphate acceptor, uHTS, primary screen (AID 1001); 200,000 tested, 0.03% active; one-dose activation fold at 20 µM; EC50 in µM for titrated hits; purified TNAP, luminescent activation assay, no phosphate acceptor; higher activation fold means a stronger effect; in the data active means activation fold from about 3, or a potency from the dose series; inactive means the rest, 99 in 100 with activation fold below about 1.6; further: many of its hits are not listed in these tables
NTR1 ag: agonists of NTR1, primary screen, imaging, U2OS cells, beta-arrestin-GFP, high content (AID 493036). P30989. NTR1-U2OS beta-arrestin-GFP spot imaging, agonist mode. activation, % at 20 µM. 330,000 tested, 0.17% active;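 active means activation at or above 40% of the spot to cytoplasm intensity ratio, with at least 20 cells analyzed; inconclusive means wells under 20 cells, flagged as cytotoxic or low count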;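 further: 0% = DMSO without peptide and 100% = 100 nM NTR1 peptide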
Target sequence (P30989 whole entry, looked up): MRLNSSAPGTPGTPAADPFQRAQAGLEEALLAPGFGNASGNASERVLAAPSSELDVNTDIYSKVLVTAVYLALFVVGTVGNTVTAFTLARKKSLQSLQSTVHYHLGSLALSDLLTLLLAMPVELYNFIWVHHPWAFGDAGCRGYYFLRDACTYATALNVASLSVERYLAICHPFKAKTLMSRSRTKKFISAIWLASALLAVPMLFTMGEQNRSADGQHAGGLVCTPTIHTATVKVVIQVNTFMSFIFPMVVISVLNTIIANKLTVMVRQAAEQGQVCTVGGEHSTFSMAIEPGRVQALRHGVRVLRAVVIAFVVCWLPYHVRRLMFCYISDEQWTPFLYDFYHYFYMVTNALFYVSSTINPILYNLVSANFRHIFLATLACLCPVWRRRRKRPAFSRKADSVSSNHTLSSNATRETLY
T cell HTS vesicle-bound %: also measured in T cell HTS; calls as there; double positive events, %; measured here: CD8+ vesicle-bound cell fraction;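 binding gate set so that unloaded-vesicle control wells show 10% double positive cells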
NTR1 ag cell count 20 µM: also measured in NTR1 ag; calls as there; cell count; measured here: cell count, cytotoxicity flag
Myeloid diff 2 GFP+ MAC1+ %: second read-out of Myeloid diff 2, no call of its own (marks repeat the call); GFP+ MAC1+ double positive, %; measured here: differentiation confirmed by MAC1 staining
* hit, by the source's call; i = inactive; ? = inconclusive; . = not tested or not shown; + = active, no number; [ ] = another dose, or the depositor's remark.

mol | TNAP activation fold | SV40 large T antigen | NTR1 ag | T cell HTS | T cell HTS vesicle-bound % | Myeloid diff 2 GFP+ MAC1+ % | RSV CPE inhibition | NTR1 ag cell count 20 µM | Myeloid diff 2 | PhoP inhibition | Rac1 GTP hydrolysis | K1F lysis inhibition
O=C(O)C1SCCN1S(=O)(=O)c1ccc(N=NN2CCOCC2)cc1 (stereo not given) | 1 | -31.8% | 0.6 | i | 65.1 | 0.1 | 0.2% | 42 | i | 12.5% | -5.8% | 0.0%
Cc1ccc(NS(=O)(=O)c2ccc3c(c2)oc(=O)n3C)c(C)c1 | . | 10.7% | -0.3 | i | 46.6 | 1.2 | -0.2% | 72 | i | -3.7% | 4.1% | -0.6%
COc1ccc(/C=N/n2cncn2)cc1Cn1cc([N+](=O)[O-])cn1 | . | 1.6% | -0.1 | i | 48.5 | 0.3 | 0.6% | 52 | i | -6.9% | . | .
CC(C)CCNC(=O)C1(O)c2ccccc2NC(=O)N1c1ccc(Cl)cc1 (stereo not given) | . | -0.3% | 2.0 | i | 22.1 | 0.4 | 1.9% | 40 | i | 3.6% | 9.9% | 0.1%
O=c1cc(C(F)(F)F)nc(-c2cccnc2)[nH]1 | 1.1 | -0.7% | -1.0 | i | 60.4 | 0.0 | 1.0% | 102 | i | -2.8% | 11.3% | -0.1%
O=C(Nc1ccc2c(c1)OCCO2)C1CCCN1S(=O)(=O)c1ccc(Cl)cc1 (stereo not given) | 1 | 5.2% | -2.2 | i | 30.4 | 0.4 | 8.3% | 90 | i | 1.6% | 1.1% | -0.2%
COc1ccc(OC)c(S(=O)(=O)Nc2ccc(Oc3ccccc3)cc2)c1 | 1 | 15.8% | 6.4 | i | 17.5 | 2.2 | 2.0% | 71 | i | 13.4% | 1.7% | -2.2%
NS(=O)(=O)c1ccc(NC(=O)C(=O)NCCC(=O)O)cc1 | . | 3.6% | 0.3 | i | 56.0 | 0.3 | 0.0% | 72 | i | -5.3% | -8.1% | 2.4%[50 µM]
Cc1ccc(C(=O)O/N=C2/CC3CCC2(C)[C@@]3(C)CBr)cc1 (stereo not given in full) | . | 6.8% | 3.9 | i | 11.6 | 0.6 | . | 56 | i | -9.7% | 3.7% | -0.5%
COc1ccc(C(=O)CSc2nnc(CCc3ccccc3)n2-c2ccccc2)cc1 | 1 | 15.4% | 10.1 | i | 38.1 | 1.6 | 1.6% | 71 | i | 13.4% | -0.2% | 5.3%
Cc1ccc(C)c(OCc2ccc(C(=O)Nc3ccc([N+](=O)[O-])cn3)o2)c1 | . | . | -0.3 | i | 12.8 | 0.4 | 0.3% | 52 | i | . | 5.4% | 0.1%[50 µM]
Cc1cccc(N/C=C(\[N+](=O)[O-])S(=O)(=O)c2ccccc2)c1C | 1.1 | 18.2% | 1.1 | i | 54.0 | 0.3 | 1.7% | 35 | i | 3.4% | -1.4% | -0.9%
COc1ccc2nc(/C(C#N)=C\c3ccc(Oc4ccc([N+](=O)[O-])cn4)cc3)[nH]c2c1 | 0.9 | 0.3% | 9.3 | i | 10.0 | 0.5 | 10.1% | 65 | i | 2.2% | 5.9% | 1.9%[50 µM]
O=C(CCn1c(=S)oc2ccccc21)N1CCN(c2ccc(F)cc2)CC1 | . | -0.7% | -1.2 | i | 2.4 | 0.3 | 3.2% | 73 | i | -8.8% | 9.9% | 0.3%
CC(C)OCC(O)CN1CCNCC1 (stereo not given) | 1 | 8.0% | -0.2 | i | 14.3 | 0.5 | 2.7% | 75 | i | 2.7% | 5.5% | 0.1%
CCC(=O)Nc1ccc(Br)c(Cl)c1 | 1 | 3.0% | -2.4 | i | 3.9 | 0.5 | 2.8% | 71 | i | -1.9% | 7.0% | 0.3%
Cc1ccc2cc(C#N)c(NCCNC(=S)NCCCN(C)C)nc2c1C | 1 | 3.7% | 3.6 | i | 14.5 | 0.0 | 47.5% | 43 | i | 6.8% | 15.8% | 1.1%
CCOC(=O)CSc1ccc2nnc(-c3ccccc3)n2n1 | 1.1 | 5.3% | 2.3 | i | 36.2 | 2.3 | 0.4% | 44 | i | 5.9% | 10.4% | -1.0%
Oc1cc(Nc2ccccc2)cc2cccnc12 | . | . | 0.0 | i | 22.4 | 1.2 | . | 50 | i | . | 7.4% | 0.1%
COc1cc(/C=C(\NC(=O)c2ccccc2)C(=O)NCCO)c([N+](=O)[O-])cc1OC | 1 | 9.9% | 2.3 | i | 30.8 | 0.0 | 2.5% | 59 | i | -5.9% | 6.9% | 5.9%
CC(/C=C/c1ccc(N(C)C)cc1)=N/N=C1/NC(=O)CC(C(=O)Nc2ccc(Cl)cc2)S1 (stereo not given) | 1 | 14.2% | 0.4 | i | 52.7 | 2.3* | ? | 60 | + | 0.1% | 11.3% | 2.4%
COc1cc(C(=O)NC2CCCc3ccccc32)ccc1OCC(=O)Nc1ccc(F)cc1 (stereo not given) | 1 | 2.7% | 1.4 | i | 52.9 | 0.4 | 2.5% | 80 | i | 14.0% | -30.0% | -0.2%
CCc1cc2c3c(c1)C1(C(=O)N3C(C)(C)CC2C)C(C#N)=C(N)N2C(=C1C#N)Nc1ccccc12 (stereo not given) | 1.1 | 1.9% | 7.6 | i | 17.1 | 0.5 | 11.9% | 71 | i | 1.8% | 3.0% | 4.9%
O=C(NC1CCCCC1)C(c1ccccc1)N(Cc1ccco1)C(=O)c1csnn1 (stereo not given) | . | 9.2% | -1.0 | i | 44.5 | 1.0 | 2.5% | 43 | i | 0.1% | 5.2% | -0.3%
Cc1ccccc1S(=O)(=O)NC1OC(=O)C(Oc2ccccc2)=C1Br (stereo not given) | 1 | 16.5% | -0.7 | i | 39.1 | 0.3 | 1.3% | 39 | i | 2.9% | 7.8% | -0.3%
O=C1NC(=Nc2ccccc2Cl)S/C1=C\c1ccc(C(=O)O)cc1 | . | 13.0% | -1.3 | i | 49.7 | 0.2 | 1.9% | 75 | i | 3.3% | 11.6% | -0.1%
CN(C)/C=C/C(=O)c1ccc(Br)s1 | 1 | 1.5% | 1.5 | i | 29.4 | 1.0 | 0.9% | 57 | i | 1.6% | -4.9% | -0.2%
O=C(NNC(=O)c1ccccc1[N+](=O)[O-])Nc1ccccc1C(F)(F)F | 1 | 25.0% | -0.5 | i | 37.4 | 0.2 | -0.8% | 25 | i | 3.4% | 1.4% | -0.2%
CC(=O)[C@@]1(O)CC[C@H]2[C@@H]3CCC4=CC(=O)CC[C@]4(C)[C@H]3CC[C@@]21C | 1.1 | 13.3% | 0.2 | i | 39.1 | 2.3 | 3.6% | 59 | i | -0.9% | 4.4% | 6.5%
CCN(C(=O)COC(=O)c1[nH]c(C)c(C(C)=O)c1C)C1CCS(=O)(=O)C1 (stereo not given) | 1.1 | -4.1% | 1.6 | i | 47.6 | 1.0 | 0.8% | 62 | i | -2.0% | 1.6% | 0.0%
CCCCNc1nc2sc3c(c2c(=O)n1-c1cccc(Cl)c1)CCN(C)C3 | . | 11.7% | 2.6 | i | 59.4 | . | . | 47 | ? | -2.8% | 3.3% | -0.1%
COc1ccc(CN(CC(=O)NCC2CCCO2)C(=O)CCC(=O)Nc2nccs2)cc1 (stereo not given) | . | 0.9% | 3.1 | i | 20.9 | 0.5 | 1.4% | 38 | i | 1.0% | 4.1% | 0.5%
Cc1cc(C)n2c(SCC(=O)N(C)C3CCCCC3)nnc2n1 | 1.1 | 6.4% | -0.8 | i | 27.1 | 0.5 | 2.0% | 38 | i | -4.5% | -2.2% | -0.6%
CN=C1SC(CC(=O)Nc2ccc(F)cc2F)C(=O)N1/N=C(\C)c1cccc(OCC(=O)O)c1 (stereo not given) | . | 9.7% | 1.1 | i | 59.2 | 0.3 | 1.9% | 76 | i | 5.0% | 3.0% | 1.6%[50 µM]
S=c1nc2ccccc2c2nc(-c3cccnc3)[nH]n12 | . | 25.3% | -0.5 | i | 30.9 | 3.1 | 4.5% | 59 | i | -7.7% | 13.9% | -0.1%
COc1ccc(CN(C)C(C)C(=O)Nc2ccc(S(=O)(=O)N3CCCC3)cc2)c(OC)c1OC (stereo not given) | 1 | -5.8% | 0.5 | i | 10.4 | . | 2.8% | 54 | . | 1.2% | . | .
O=C(CSc1nc2ccccc2o1)NCCOc1ccccc1 | 1.2 | -0.4% | 0.9 | i | 58.6 | 6.4 | 0.8% | 68 | i | 3.5% | 10.1% | 2.8%
O=C(c1ccco1)N(Cc1ccc(Cl)cc1)Cc1ccco1 | . | 10.0% | 0.5 | i | 27.2 | 2.4 | . | 83 | i | 1.8% | 7.8% | -0.1%
CCN1/C(=C2/SC(=S)N(NC(C)=O)C2=O)Sc2ccc(OC)cc21 | . | 11.0% | 1.0 | i | 61.5 | 0.6 | 9.7% | 63 | i | -11.4% | 15.0% | -0.6%
CCOc1ccccc1Nc1nc(-c2sc(NC(=O)c3cccc(Cl)c3)nc2C)cs1 | 1.1 | 8.4% | 0.8 | i | 12.4 | 2.4 | 3.2% | 107 | i | 11.7% | 13.9% | 3.2%
Cc1nc(Nc2nc3ccccc3o2)nc(C)c1C | 1.9 | 8.7% | 2.9 | i | 7.6 | 0.5 | 1.4% | 35 | i | 6.5% | 1.2% | 0.2%
Cc1ccc(N=C2NC(=O)/C(=C/C=C/c3ccco3)S2)cc1C | 0.6 | 12.3% | 0.5 | i | 31.7 | 1.0 | 14.0% | 58 | i | 9.3% | 19.5% | 4.1%
CC1C(=O)Nc2ccccc2N1C(=O)c1c(F)cccc1F (stereo not given) | . | 18.2% | -0.9 | i | 47.8 | 0.6 | 0.3% | 86 | i | -2.4% | 9.7% | -0.3%
Cc1ccc(S(=O)(=O)c2c(N)n(/N=C/c3ccco3)c3nc4ccccc4nc23)cc1C | 1 | 18.9% | 7.6 | i | 9.9 | 0.7 | 18.4% | 47 | i | 2.6% | 8.7% | 0.6%
O=S(Cc1ccc(Cl)cc1)c1ncc(CO)n1Cc1ccccc1 (stereo not given) | 1.1 | 5.0% | 3.4 | i | 29.3 | 0.3 | 5.9% | 45 | i | -10.9% | 8.4% | 0.5%
